Tb MetRS inh: Trypanosoma brucei MetRS inhibition; inhibition, % at 11.9 µM; actives 0.4% (n = 360,000); purified T. brucei MetRS, ATP depletion, Kinase-Glo luminescence;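 active means inhibition above a per-plate cutoff of the control wells' mean inhibition plus 3 SD, cut at about 5.5% in these data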;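 further: 0% = DMSO wells median and 100% = median of wells with control inhibitor compound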
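Measured by: Kinase-Glo luciferase luminescence reporting remaining unconsumed ATP. Material: purified T. brucei MetRS enzyme. Doses: 11.9 µM compound single dose, 0.9% DMSO. Medium: HEPES buffer containing pyrophosphatase, BSA, spermine, DTT. Times: 15 min preincubation, 2 h reaction, all 25 °C. Reagent: methionine, ATP and bulk E. coli tRNA.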
NadD inh: NadD (S. aureus) enzyme inhibition | AID 602399 | purified NadD enzyme, colorimetric absorbance read-out | actives 0.78% (n = 360,000) | inhibition, % at 20 µM; in the data active means inhibition above about 26%; further: some compounds past the cut are filed as inactive
LMPTP inh: blocks human LMPTP phosphatase; P24666; recombinant LMPTP-A, OMFP fluorogenic substrate, fluorescence intensity; inhibition, % at 20 µM; actives 0.22% (n = 360,000);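 active means compounds that cut the enzyme signal by at least half of the control window in the single-dose screen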;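 further: plate controls were DMSO wells with enzyme plus substrate for no effect and substrate without enzyme for full effect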
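Test system: LMPTP-A, protein tyrosine phosphatase of low molecular weight; Input: 0.625 nM enzyme; Incubation: 50 min dark incubation at room temperature; Signal: endpoint fluorescence intensity from OMFP dephosphorylation; Read-out basis: % inhibition versus control wells.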
DNMT1 block: inhibitors of human DNMT1 | actives 0.83% (n = 360,000) | P26358 | DNMT1 molecular beacon, Hinp1I cleavage, fluorescence | inhibition (reported as % activation of signal), % at 10 µM; in the data active means inhibition above about 50%
SUMO1-SIM PPI: SUMO1-SIM interaction modulation | AID 602429 | P63165 | inhibition, % at 20 µM | actives 0.33% (n = 360,000) | SUMO1 binding to a labelled peptide, TR-FRET, 1 h; in the data active means inhibition above about 37%
Target sequence (P63165 whole entry, looked up): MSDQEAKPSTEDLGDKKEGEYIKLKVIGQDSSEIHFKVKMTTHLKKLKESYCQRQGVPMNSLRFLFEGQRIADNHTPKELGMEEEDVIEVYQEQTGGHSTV
STEP block: blocks human striatal-enriched tyrosine phosphatase | P54829 | recombinant STEP, OMFP fluorogenic substrate, fluorescence | inhibition, % at 20 µM | actives 0.25% (n = 360,000) | AID 588621;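 active means inhibition at 20 µM, scaled per plate between control wells, above about 37%, limit read from the data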;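 further: 0% = DMSO with enzyme and substrate and 100% = substrate only without enzyme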
Target sequence (P54829 whole entry, looked up): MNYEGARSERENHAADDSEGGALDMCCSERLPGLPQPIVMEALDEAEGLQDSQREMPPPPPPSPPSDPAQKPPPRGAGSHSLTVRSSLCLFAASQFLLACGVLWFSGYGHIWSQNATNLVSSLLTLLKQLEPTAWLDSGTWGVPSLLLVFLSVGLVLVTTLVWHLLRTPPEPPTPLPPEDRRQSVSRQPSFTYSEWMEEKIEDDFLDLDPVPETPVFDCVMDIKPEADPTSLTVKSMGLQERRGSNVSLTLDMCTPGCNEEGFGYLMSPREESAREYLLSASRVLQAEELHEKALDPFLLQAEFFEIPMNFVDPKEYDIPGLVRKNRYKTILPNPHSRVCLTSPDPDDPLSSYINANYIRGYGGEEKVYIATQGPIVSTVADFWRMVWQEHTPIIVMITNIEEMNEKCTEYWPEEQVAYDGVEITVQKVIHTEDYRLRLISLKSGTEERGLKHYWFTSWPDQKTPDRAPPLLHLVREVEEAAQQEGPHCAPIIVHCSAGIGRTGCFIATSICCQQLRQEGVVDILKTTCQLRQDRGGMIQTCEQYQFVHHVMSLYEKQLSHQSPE
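Test system: STEP tyrosine phosphatase / Reagent: OMFP at 25 µM / Doses: 20 µM, 1% DMSO / Read-out: percent inhibition scaled to no-enzyme and uninhibited-enzyme controls, plate-pattern corrected / Detection: FITC-channel fluorescence of OMFP product / Medium: Bis-Tris buffer pH 6.0, 2.5 mM DTT, 0.005% Tween 20 / Schedule: 20 min at room temperature, dark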
CSN inh: CSN deneddylation inhibition; Q92905; Purified CSN, SCF-Nedd8-OG deneddylation, fluorescence polarization; inhibition, % at 12.5 µM; actives 0.38% (n = 360,000); AID 651999;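 active means pattern-corrected inhibition above about 35%, with an unprinted fluorescence ratio check between 0.5 and 1.5, limit read from the data, passing the limit was not always enough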;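 further: 0% = enzyme with substrate and 100% = substrate without enzyme; some results filed as inactive read as strong as hits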
Target sequence (Q92905 whole entry, looked up, one chain of several): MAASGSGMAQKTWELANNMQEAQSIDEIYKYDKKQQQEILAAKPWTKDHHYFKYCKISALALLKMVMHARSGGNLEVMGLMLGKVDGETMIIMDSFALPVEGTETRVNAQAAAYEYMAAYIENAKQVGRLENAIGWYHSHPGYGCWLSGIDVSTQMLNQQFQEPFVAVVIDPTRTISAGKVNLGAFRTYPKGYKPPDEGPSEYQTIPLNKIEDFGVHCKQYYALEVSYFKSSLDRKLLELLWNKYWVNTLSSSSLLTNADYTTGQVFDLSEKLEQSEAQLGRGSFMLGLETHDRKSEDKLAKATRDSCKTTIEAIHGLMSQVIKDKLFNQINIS
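Assay system: HEK293T-derived human Csn5 enzyme; quantity: 0.24 nM enzyme; medium: Tris/NaCl/DTT buffer, pH 7.5; also added: substrate SCFSkp2-Nedd8OG, 10 nM; doses: 12.5 µM compound; schedule: 90 min reaction at room temperature; signal: FP; read-out: % inhibition of substrate cleavage by Csn5; benchmarks: substrate-only high control, full reaction low control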
Rpn11 block: blocks the human proteasome subunit Rpn11 | O00487 | human 26S proteasome, Ub4-pepOG fluorescence polarization; 20S core pre-blocked with epoxomicin | calls only at 20 µM | actives 0.59% (n = 360,000);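 active means inhibition at 20 µM, scaled to each plate's controls, above about 33%, limit read from the data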
Scp-1 inhibitor: inhibitors of human Scp-1 phosphatase; Recombinant Scp1, phosphopeptide, malachite green phosphate absorbance; inhibition, % at 20 µM; actives 0.88% (n = 340,000); AID 493091;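 active means inhibition above about 50% at 20 µM, limit read from the data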;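 further: plate controls were DMSO wells with enzyme for no effect and wells lacking enzyme for full effect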
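Material – SCP-1 phosphatase catalytic domain, residues 76-261 · Buffer or medium – Acidic Tris acetate buffer with magnesium and detergent · Also added – Phospho 17-mer peptide substrate · Compound – single 20 µM dose, 1% DMSO · Times – 45 min room-temperature reaction, 5 min colour, 30 min stabiliser · Technique – Phosphate-binding colour reagent, absorbance read at 630 nm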
MLLE-PAM2 inh: blocks PAM2 peptide binding to the PABP1 MLLE domain. actives 0.36% (n = 360,000). GST-MLLE / FITC-PAM2 fluorescence polarization. AID 588489. P11940. inhibition, % at 20 µM; in the data active means inhibition above about 35%, passing the limit was not always enough;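 further: plate controls were DMSO wells with GST-MLLE for no effect and wells lacking GST-MLLE protein for full effect; some results filed as inactive read as strong as hits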
Numbers without * were called inactive.

Cc1nc2ccccc2n1CC(O)COc1ccccc1Cl (stereo not drawn) was read as Tb MetRS inh -0.4, NadD inh -6, LMPTP inh 5.2, DNMT1 block -1, SUMO1-SIM PPI -1, STEP block -1, CSN inh 8, Rpn11 block inactive, Scp-1 inhibitor 2 and MLLE-PAM2 inh -2.
For CC(C)(C)C(=O)CN1C(=O)NC2(CCc3ccccc32)C1=O (stereo not drawn) the results were Tb MetRS inh -0.2, NadD inh 0, LMPTP inh 0.0, DNMT1 block 3, SUMO1-SIM PPI 23, STEP block -2, CSN inh 2, Rpn11 block inactive, Scp-1 inhibitor -5 and MLLE-PAM2 inh -10.
`CNc1cncc(-c2ccc(CN3CCOCC3)cc2)n1` gave Tb MetRS inh 0.2, NadD inh -6, LMPTP inh -1.7, DNMT1 block 3, SUMO1-SIM PPI -19, STEP block -2, CSN inh 2, Rpn11 block inactive and MLLE-PAM2 inh 12.
O=C(NCCc1ccccc1)C1CCCN(S(=O)(=O)c2cccs2)C1 (stereo not drawn) was read as Tb MetRS inh 0.5, NadD inh -4, LMPTP inh -0.4, DNMT1 block 0, SUMO1-SIM PPI 6, STEP block -6, CSN inh -3, Rpn11 block inactive, Scp-1 inhibitor -10 and MLLE-PAM2 inh 1.
Screening CCc1ccccc1N1CC(C(=O)O)CC1=O (stereo not drawn) returned Tb MetRS inh -0.8, NadD inh 0, LMPTP inh -0.6, DNMT1 block 1, SUMO1-SIM PPI -2, STEP block 4, CSN inh -8, Rpn11 block inactive, Scp-1 inhibitor -10 and MLLE-PAM2 inh -8.
For Cc1ccc(C(=O)NCCc2ccc(S(N)(=O)=O)cc2)cc1[N+](=O)[O-] the results were Tb MetRS inh 0.1, NadD inh 2, LMPTP inh -2.1, DNMT1 block 0, SUMO1-SIM PPI 36, STEP block -4, CSN inh 2, Rpn11 block inactive, Scp-1 inhibitor -1 and MLLE-PAM2 inh -3.
Screening O=C(Nc1ccc(N2C(=O)C3C4C=CC(C4)C3C2=O)cc1)Nc1nncs1 (stereo not drawn) returned Tb MetRS inh 0.6, NadD inh 2, LMPTP inh -1.7, DNMT1 block 0, SUMO1-SIM PPI 2, STEP block -1, CSN inh 9, Rpn11 block inactive, Scp-1 inhibitor 0 and MLLE-PAM2 inh -6.
For Cc1ccc(F)cc1NC(=O)N1CCNC(=O)C1CC(=O)Nc1cc(Cl)ccc1Cl (stereo not drawn) the results were Tb MetRS inh -0.2, NadD inh -2, LMPTP inh 0.2, DNMT1 block -4, SUMO1-SIM PPI -1, STEP block -4, CSN inh 1, Rpn11 block inactive, Scp-1 inhibitor -7 and MLLE-PAM2 inh -4.
CC1CCC2C(=O)N(c3cccc(OS(=O)(=O)c4ccccc4)c3)C(=O)C2C1 (stereo not drawn) was read as Tb MetRS inh -1.2, NadD inh -11, LMPTP inh 1.5, DNMT1 block -1, SUMO1-SIM PPI -1, STEP block -2, CSN inh 2, Rpn11 block inactive, Scp-1 inhibitor -10 and MLLE-PAM2 inh -2.
For O=C(O)c1cc([N+](=O)[O-])c(Nc2cccc3ccccc23)c([N+](=O)[O-])c1 the results were Tb MetRS inh 0.7, NadD inh -3, LMPTP inh 4.3, DNMT1 block -3, SUMO1-SIM PPI -31, STEP block 5, CSN inh -5, Rpn11 block inactive, Scp-1 inhibitor -7 and MLLE-PAM2 inh -4.
Screening CCCc1cc(C(=O)NCc2ccc(OC)cc2)no1 returned Tb MetRS inh 0.2, NadD inh 0, LMPTP inh -1.5, DNMT1 block 2, SUMO1-SIM PPI 2, STEP block 2, CSN inh -3, Rpn11 block inactive, Scp-1 inhibitor -7 and MLLE-PAM2 inh 5.
COc1cccc(/C=C2\N=C(C3CCCCC3)OC2=O)c1OC was read as Tb MetRS inh 0.4, NadD inh -9, LMPTP inh -1.9, DNMT1 block 4, SUMO1-SIM PPI -1, STEP block 0, CSN inh -5, Rpn11 block inactive, Scp-1 inhibitor -4 and MLLE-PAM2 inh -6.
Screening O=C(NNS(=O)(=O)c1ccc(F)cc1)c1ccccc1 returned Tb MetRS inh -0.9, NadD inh 1, LMPTP inh -1.6, DNMT1 block 1, SUMO1-SIM PPI 0, STEP block -2, CSN inh -4, Rpn11 block inactive, Scp-1 inhibitor 5 and MLLE-PAM2 inh 2.
For CCN(CC)S(=O)(=O)c1ccc(N2CCN(c3ccccc3O)CC2)nc1 the results were Tb MetRS inh 0.2, NadD inh -4, LMPTP inh 0.4, DNMT1 block -8, SUMO1-SIM PPI 4, STEP block 0, CSN inh -1, Rpn11 block inactive, Scp-1 inhibitor -4 and MLLE-PAM2 inh -8.
Cc1ccc(-n2c(=O)c(C#N)cc3c(=O)n4cccc(C)c4nc32)cc1 was read as Tb MetRS inh 0.3, NadD inh 6, LMPTP inh -1.2, DNMT1 block 1, SUMO1-SIM PPI -7, STEP block 2, CSN inh 0, Rpn11 block inactive, Scp-1 inhibitor 0 and MLLE-PAM2 inh 0.
For Cc1ncccc1C(=O)N1CCCC(c2cc(C(=O)Nc3ccc(C(C)(C)C)cc3)no2)C1 (stereo not drawn) the results were Tb MetRS inh -0.1, NadD inh -1, LMPTP inh -0.6, DNMT1 block -2, SUMO1-SIM PPI 4, STEP block 1, CSN inh 0, Rpn11 block inactive and MLLE-PAM2 inh 10.
Screening Cn1c(=O)c2c(-c3ccc(C(C)(C)C)cc3)n(N3CCOCC3)cc2n(C)c1=O returned Tb MetRS inh -0.7, NadD inh 1, LMPTP inh -0.2, DNMT1 block 0, SUMO1-SIM PPI -4, STEP block 2, CSN inh 3, Rpn11 block inactive, Scp-1 inhibitor -2 and MLLE-PAM2 inh 10.
For CC(C)NC(=O)c1ccccc1NC(=O)CS(=O)(=O)Cc1ccccc1 the results were Tb MetRS inh -0.1, NadD inh 0, LMPTP inh -0.2, DNMT1 block 8, SUMO1-SIM PPI 2, STEP block -1, CSN inh -5, Rpn11 block inactive, Scp-1 inhibitor -4 and MLLE-PAM2 inh -6.
For O=C1CCC2(CCCCC2)N1 the results were Tb MetRS inh -0.1, NadD inh 3, LMPTP inh -1.1, DNMT1 block -4, SUMO1-SIM PPI 3, STEP block 1, CSN inh -2, Rpn11 block inactive, Scp-1 inhibitor 2 and MLLE-PAM2 inh 7.
CCOC(=O)c1cnc(SC)nc1Sc1ccccc1Cl was read as Tb MetRS inh -1.2, NadD inh -6, LMPTP inh 3.4, DNMT1 block -2, SUMO1-SIM PPI 0, STEP block 3, CSN inh 0, Rpn11 block inactive, Scp-1 inhibitor -10 and MLLE-PAM2 inh 0.

Random excerpt: 2 records from the list, in no set order.
Screening CCCc1cc(C(=O)NCc2ccc(OC)cc2)no1 returned Tb MetRS inh 0.2, NadD inh 0, LMPTP inh -1.5, DNMT1 block 2, SUMO1-SIM PPI 2, STEP block 2, CSN inh -3, Rpn11 block inactive, Scp-1 inhibitor -7 and MLLE-PAM2 inh 5.
Cc1ccc(-n2c(=O)c(C#N)cc3c(=O)n4cccc(C)c4nc32)cc1 was read as Tb MetRS inh 0.3, NadD inh 6, LMPTP inh -1.2, DNMT1 block 1, SUMO1-SIM PPI -7, STEP block 2, CSN inh 0, Rpn11 block inactive, Scp-1 inhibitor 0 and MLLE-PAM2 inh 0.

The listing continues.
Screening COc1cccc(C(=O)NCC(=O)NNc2ncnc(N)c2[N+](=O)[O-])c1 returned Tb MetRS inh 0.0, NadD inh 0, LMPTP inh -2.3, DNMT1 block 0, SUMO1-SIM PPI -28, STEP block 0, CSN inh -2, Rpn11 block inactive, Scp-1 inhibitor -1 and MLLE-PAM2 inh 12.
Screening COCCOC(=O)C1=C(C)NC(=O)NC1c1cccc2ccccc12 (stereo not drawn) returned Tb MetRS inh 0.1, NadD inh 0, LMPTP inh -0.6, DNMT1 block 1, SUMO1-SIM PPI -4, STEP block 0, CSN inh -1, Rpn11 block inactive, Scp-1 inhibitor -5 and MLLE-PAM2 inh -6.
Screening O=C(NCC(c1cccs1)N1CCOCC1)c1ccc(Br)o1 (stereo not drawn) returned Tb MetRS inh -0.8, NadD inh 0, LMPTP inh -0.2, DNMT1 block 13, SUMO1-SIM PPI 0, STEP block 3, CSN inh 2, Rpn11 block inactive, Scp-1 inhibitor 12 and MLLE-PAM2 inh -6.
For COc1ccc(/C=C/C(=O)O)cc1S(=O)(=O)NC1CCS(=O)(=O)C1 (stereo not drawn) the results were Tb MetRS inh 0.2, NadD inh -6, LMPTP inh -1.5, DNMT1 block 17, SUMO1-SIM PPI 5, STEP block 5, CSN inh 3, Rpn11 block inactive, Scp-1 inhibitor 29 and MLLE-PAM2 inh -3.
CC(C)(CNC(=O)CO/N=C1/C=C2CCC3C(C(O)C[C@@]4(C)C3CC[C@]4(O)C(=O)CO)[C@@]2(C)CC1)C(O)C(=O)O (stereo partly drawn) was read as Tb MetRS inh 3.1, NadD inh 1, LMPTP inh -0.3, DNMT1 block -1, SUMO1-SIM PPI 2, STEP block 0, CSN inh 3, Rpn11 block inactive, Scp-1 inhibitor -1 and MLLE-PAM2 inh -2.
`CC(C(=O)Nc1ccccc1-c1ccccc1)N1CCN(C(=O)c2ccccc2)CC1` (stereo not drawn) gave Tb MetRS inh 0.4, NadD inh -9, LMPTP inh -0.7, DNMT1 block -2, SUMO1-SIM PPI -6, STEP block 1, CSN inh 3, Rpn11 block inactive, Scp-1 inhibitor 15 and MLLE-PAM2 inh 0.
For COc1cc(S(=O)(=O)N2CCOCC2)ccc1NC(=O)COC(=O)C12CC3CC(CC(C3)C1)C2 the results were Tb MetRS inh 0.5, NadD inh 1, LMPTP inh -1.3, DNMT1 block -8, SUMO1-SIM PPI 0, STEP block 3, CSN inh -1, Rpn11 block inactive, Scp-1 inhibitor -2 and MLLE-PAM2 inh -2.
Cc1nc2sc(C(c3ccc(F)cc3)N3CCOCC3)c(O)n2n1 (stereo not drawn) was read as Tb MetRS inh 0.1, NadD inh 1, LMPTP inh -0.1, DNMT1 block -2, SUMO1-SIM PPI 1, STEP block -3, CSN inh 4, Rpn11 block inactive, Scp-1 inhibitor -3 and MLLE-PAM2 inh -7.

This is a random part of the collection; 3.6% or so of the library scored in one or more.
